# TEAD-YAP block: TEAD-YAP interaction inhibition | hit rate 1.4% among 640,000 | HEK-TIYL cells, TEAD-Gal4/YAP UAS-luciferase luminescence | AID 1259422 | inhibition, % at 9.12 µM; in the data active = inhibition above about 32%;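 note: 0% = median of test compound wells and 100% = reference inhibitor wells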
# GPR151 activ: activates the human receptor GPR151 | AID 1508602 | hit rate 1% among 650,000 | activation, % at 11.2 µM | PathHunter beta-arrestin GPR151 cells, luminescence | Q8TDV0; in the data active = activation above about 4.9%;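 note: 0% = median of compound wells and 100% = cells with positive control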
# Target sequence (Q8TDV0 whole entry, looked up): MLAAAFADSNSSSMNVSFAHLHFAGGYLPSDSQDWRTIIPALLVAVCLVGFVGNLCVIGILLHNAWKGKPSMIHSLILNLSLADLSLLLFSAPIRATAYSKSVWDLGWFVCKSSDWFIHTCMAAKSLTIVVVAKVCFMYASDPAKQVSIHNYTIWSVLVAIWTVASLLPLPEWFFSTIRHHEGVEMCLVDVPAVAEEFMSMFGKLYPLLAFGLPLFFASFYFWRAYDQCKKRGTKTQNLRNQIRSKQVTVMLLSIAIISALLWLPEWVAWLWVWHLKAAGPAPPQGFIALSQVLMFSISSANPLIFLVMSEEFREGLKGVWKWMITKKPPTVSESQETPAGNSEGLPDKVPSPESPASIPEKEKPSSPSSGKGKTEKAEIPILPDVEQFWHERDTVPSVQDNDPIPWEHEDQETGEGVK
# FBW7 act: activators of human E3 ligase FBW7; Q969H0; AlphaScreen FBW7–phospho-cyclin E peptide binding, activator screen; normalized activity (activation), % at 26.1 µM; hit rate 0.13% among 650,000; in the data active = normalized activity above about 1.9%;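 note: purified mutant Fbw7 with reduced substrate affinity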
# MITF inh: human MITF inhibition, primary screen; O75030; AlphaScreen MITF homodimerization, bead proximity signal; inhibition, % at 2.6 µM; hit rate 0.91% among 650,000; AID 1259374; in the data active = inhibition above about 50%;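 note: 0% = vehicle wells with protein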
# Target sequence (O75030 whole entry, looked up): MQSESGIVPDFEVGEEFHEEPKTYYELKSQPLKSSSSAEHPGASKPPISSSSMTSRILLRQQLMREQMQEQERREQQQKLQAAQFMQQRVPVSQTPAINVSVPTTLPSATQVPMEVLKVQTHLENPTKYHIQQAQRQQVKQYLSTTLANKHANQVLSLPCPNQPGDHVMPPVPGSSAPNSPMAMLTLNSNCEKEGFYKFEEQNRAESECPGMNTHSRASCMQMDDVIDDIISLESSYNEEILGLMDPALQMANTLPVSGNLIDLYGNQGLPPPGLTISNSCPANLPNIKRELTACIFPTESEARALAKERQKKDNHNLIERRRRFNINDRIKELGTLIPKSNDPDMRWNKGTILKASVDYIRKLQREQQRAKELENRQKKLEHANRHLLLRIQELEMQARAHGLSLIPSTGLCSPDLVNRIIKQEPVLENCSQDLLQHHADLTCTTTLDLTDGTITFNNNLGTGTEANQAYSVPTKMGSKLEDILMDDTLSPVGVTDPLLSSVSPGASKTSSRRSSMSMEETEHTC
# Numbers without * were called inactive; & = joins results of further samples.
smiles | MITF inh | TEAD-YAP block | GPR151 activ | FBW7 act
CN(C)c1cccc(Nc2ncc(-c3ccc(N4CCOCC4)cc3)n3ccnc23)c1 | -6 | 2 | 0.3 | -0.1
COc1ccc(C2C(C(=O)Nc3cc(Cl)c(OC)cc3OC)c3ccccc3C(=O)N2C)cc1 (stereo not drawn) | -1 | -9 | -1.0 | 0.0
COc1cccc(C(CC(=O)NCc2ccc(Cl)cc2)NS(=O)(=O)c2ccc(F)cc2)c1OC (stereo not drawn) | 1 | -1 | 2.1 | -0.1
CCCOC(=O)c1cc(-c2ccc(/C=C3\C(=O)N(c4cccc(C(=O)O)c4)N=C3C)o2)ccc1Cl | 24 | 5 | -0.6 | -0.3
Cc1ccccc1Cc1c(C)nc2nc(SCC(=O)NCCC3=CCCCC3)nn2c1C | 17 | 21 | 0.6 | 0.3
CCOc1ccc(NC(=O)CSc2nc3ccsc3c(=O)n2Cc2ccc(C)cc2)cc1 | 1 | 6 | 1.5 | -0.1
COc1cccc(C2C3=C(CC(c4ccc(F)cc4)CC3=O)Nc3ccccc3N2C(=O)CCC(=O)O)c1 (stereo not drawn) | -12 | -6 | 0.2 | -0.2
O=C(c1cccn2c(=O)c3cc(Cl)ccc3nc12)N1CCN(c2ccccc2)CC1 | 1 | -2 | 0.3 | -0.1
Cc1cc(C)nc(Nc2ccc(N(C)C)cc2)n1 | 19 | 9 | -1.9 | 0.4
CN1[C@H](C(=O)N2CCCc3ccccc32)C[C@H](c2cccs2)NS1(=O)=O | 16 | 10 | -0.4 | 0.3
COc1ccc(-c2noc(CC(=O)Nc3ccc(Cl)cc3)n2)cc1 | -1 | -4 | 1.2 | 0.2
O=C(Nc1nc2c(F)cccc2s1)c1ccc([N+](=O)[O-])o1 | 17 | 4 | 1.1 | 0.1
Cc1ccc(CN2CCCC(C(=O)N3CCCCC3)C2)cc1 (stereo not drawn) | 34 | 6 | 1.4 | -0.1
CC1CCc2c(sc(/N=C3\C(=O)Nc4ccc([N+](=O)[O-])cc43)c2C#N)C1 (stereo not drawn) | 8 | -2 | -0.7 | 0.1
NC(=O)CSc1nnc2ccc(-c3ccc4c(c3)OCO4)nn12 | 21 | -5 | -0.9 | 0.1
CCN1C(=O)C2C(c3ccco3)NC(Cc3ccccc3)(C(=O)OC)C2C1=O (stereo not drawn) | 3 | 4 | 0.9 | -0.5
OC(CNC(=S)Nc1ccc(F)cc1)c1ccccc1 (stereo not drawn) | -12 | -46 | -0.2 | 0.1
CCc1cccc(N(C(=O)c2csnn2)C(C(=O)NC2CCCC2)c2cccnc2)c1 (stereo not drawn) | -7 | 1 | -0.5 | 0.1
COc1ccccc1Nc1ncccc1C(=O)O | 10 | 0 | 0.0 | 0.1
CCCCOc1ccc(C(=O)Nc2c3c(nn2-c2ccc(F)cc2)CS(=O)(=O)C3)cc1 | 6 | 0 | 0.5 | 0.0
Cc1cc(C(F)(F)F)c2c(N)c(C(=O)c3ccc4c(c3)OCO4)sc2n1 | -12 | -7 | 0.1 | 0.3
CNC(=O)CSc1nc2cccnc2n1C1CCCCC1 | 2 | 1 | 0.7 | 0.2
NNC(=O)CSc1ccc(Cl)cc1 | 3 | -4 | -1.6 | 0.1
CCc1cccc(CC)c1NC(=O)CN1C2=NCCN2c2ccccc21 | -4 | -6 | 0.0 | -0.2
O=[N+]([O-])c1ccc2nc(-c3ccc(OC(F)F)cc3)cn2c1 | -4 | 45* | 0.7 | -0.1

# Looked up above.
# Cc1cc(C)nc(Nc2ccc(N(C)C)cc2)n1 in MITF inh = 19
# Cc1cc(C(F)(F)F)c2c(N)c(C(=O)c3ccc4c(c3)OCO4)sc2n1 in MITF inh = -12
# NNC(=O)CSc1ccc(Cl)cc1 in GPR151 activ = -1.6
# O=[N+]([O-])c1ccc2nc(-c3ccc(OC(F)F)cc3)cn2c1 in FBW7 act = -0.1
# OC(CNC(=S)Nc1ccc(F)cc1)c1ccccc1 (stereo not drawn) in GPR151 activ = -0.2

# Next section.
smiles | MITF inh | TEAD-YAP block | GPR151 activ | FBW7 act
O=C(C1CC12CCN(Cc1ccc(CO)o1)CC2)N1CC=C(c2ccccc2)CC1 (stereo not drawn) | 10 | 8 | -0.4 | -0.1
CCN(CCCNC(=O)C1CCC(=O)N1C1CCCC1)c1cccc(C)c1 (stereo not drawn) | 3 | 11 | 0.5 | 0.1
CS(=O)(=O)c1cc(C#N)c(N2CCNCC2)nc1-c1ccccc1C(F)(F)F | 10 | 2 | 0.6 | 0.1
COc1ccccc1NC(=O)NCc1cccs1 | 4 | -3 | -0.1 | -0.1
O=C(COc1ccc(Cl)cc1Cl)Nc1cccc2c1C(=O)NC2=O | -6 | -3 | 1.0 | 0.0
CCc1nnc(NC(=O)CSc2nnc3[nH]c(=O)cc(C)n23)s1 | 1 | 3 | 0.3 | -0.2
COc1ccc(C2C3=C(CCCC3=O)Nc3ccccc3N2C(C)=O)cc1 (stereo not drawn) | 8 | -6 | -0.5 | 0.1
O=C(O)CSCc1cnn(-c2ccccc2)c1-n1cccc1 | 0 | -5 | 4.6 | 0.1
O=C(c1ccco1)N1CCN(Cc2cccc(Cl)c2)CC1 | 25 | 4 | -0.9 | -0.2
O=C(Nc1ccc(S(=O)(=O)NC(=O)c2ccccc2)cc1)Nc1ccc(F)cc1F | 31 | 9 | -2.6 | 0.3
CCOC(=O)C1=C(N)OC2=C(C(=O)CC(c3ccccc3)C2)C1c1ccc(OC)cc1OC (stereo not drawn) | 1 | -9 | 1.0 | -0.2
CN(C)S(=O)(=O)N1CCC(Oc2cccc(C(=O)N3CCCCO3)c2)CC1 | 7 | -48 | -0.4 | 0.0
CCCCNC(=O)CCn1c(=O)oc2ccccc21 | 20 | -15 | 0.4 | 1.1
CCc1ccc(/C=N\NC(=O)c2ccco2)cc1 | 10 | -37 | -2.0 | -0.2
Cc1cc(OCC(O)CN(CCO)CCO)c(C(C)C)cc1Cl (stereo not drawn) | 11 | -3 | -1.5 | -0.1
O=C(CCCn1c(SCC(=O)N2CCN(c3ccccc3)CC2)nc2ccccc2c1=O)NCc1ccco1 | -10 | 24 | 1.6 | -0.1
Cc1ccc(O)c(NC(=O)c2cnn3c(C(F)(F)F)cc(-c4ccccc4)nc23)c1 | 8 | -3 | -0.3 | -0.1
CCC(C(=O)NCCOC)n1c2ccccc2c2nc(=O)cc(C)n21 (stereo not drawn) | 9 | 4 | -1.1 | 0.6
CCn1c(SCC(=O)NNC(=O)COc2c(C)cccc2C)nc2ccccc21 | 0 | 9 | -0.5 | -0.1
COc1ccccc1NC(=O)Oc1ccc2ccncc2c1 | 4 | 2 | 0.0 | 0.2
CSc1ccc(/C=C/C(=O)NCC(C)(C)CN(C)C)cc1 | -3 | 8 | 4.3 | -0.2
O=C(Nc1ccc(-c2cn3c(n2)SCC3)cc1)C1(c2cccs2)CCCC1 | 6 | -6 | 0.1 | 0.0
Cc1cc2c(cc1S(N)(=O)=O)S(=O)(=O)CCC2 | 9&9 | -2 | 0.8&0.5 | 0.1&0.1
Cc1ccc(C(=O)Nc2sc3c(c2C#N)CCCC3)c(C)c1 | -2 | -4 | 0.8 | 0.0
O=C(CSc1nnc(C2COc3ccccc3O2)n1-c1ccccc1)c1cccc([N+](=O)[O-])c1 (stereo not drawn) | 21 | 2 | -0.7 | 0.7

# Ordered by number of heavy atoms (smallest number first): some entries from above
smiles | MITF inh | TEAD-YAP block | GPR151 activ | FBW7 act
O=C(O)CSCc1cnn(-c2ccccc2)c1-n1cccc1 | 0 | -5 | 4.6 | 0.1
CCN(CCCNC(=O)C1CCC(=O)N1C1CCCC1)c1cccc(C)c1 (stereo not drawn) | 3 | 11 | 0.5 | 0.1
CCn1c(SCC(=O)NNC(=O)COc2c(C)cccc2C)nc2ccccc21 | 0 | 9 | -0.5 | -0.1

# (continued)
smiles | MITF inh | TEAD-YAP block | GPR151 activ | FBW7 act
CCOC(=O)c1cnn(C(=O)c2cccc3ccccc23)c1N | -4 | -6 | -0.2 | 0.0
N#C/C(=C\c1ccc(OCC(N)=O)cc1)C(=O)Nc1ccc([N+](=O)[O-])cc1Br | 10 | 5 | -0.8 | 0.1
CCOc1ccc(CCN=C2NS(=O)(=O)C(c3ccc(C)cc3)=C2C)cc1 | 4 | -4 | -0.3 | 0.5
O=C(CSc1ccccc1)NCc1nc2ccncc2[nH]1 | -3 | -3 | -0.4 | 0.1
CC(C)Oc1ccc(C(=O)Nc2c3c(nn2C(C)(C)C)CSC3)cc1 | 2 | -5 | -1.6 | 0.1
COC(=O)Cn1cnc2sc(C)c(S(=O)(=O)N3CC(C)CC(C)C3)c2c1=O (stereo not drawn) | 2 | -1 | 0.3 | 0.9
CCc1ccc(NC(=O)CN(c2ccc(OC)cc2)S(=O)(=O)c2c(C)n[nH]c2C)cc1 | 23 | -4 | -0.6 | 0.5
CC12CCCCC1c1ccccc1C(=O)N2 (stereo not drawn) | 8 | -2 | -1.3 | 0.1
Cc1ccc(NC(=O)CSc2nncn2C)cc1 | 9 | -9 | -0.1 | 0.0
CC1=C(C(=O)Nc2ccc(F)c(F)c2)C(c2ccccc2Cl)NC(=S)N1 (stereo not drawn) | 6 | 15 | 3.1 | -0.1
CC(=O)COC(=O)c1ccc2nc(-c3ccccc3)c(-c3ccccc3)nc2c1 | -3 | 9 | 1.0 | 0.1
COc1ccc(C2C3=C(CC(C)(C)CC3=O)Nc3nc(SC)nc(N)c32)cc1 (stereo not drawn) | 9 | -9 | -1.6 | 0.0
COc1ccc(CN2CCN(Cc3cc4ccccc4o3)CC2CCO)c(F)c1 (stereo not drawn) | -16 | -4 | -1.1 | 0.0
CNS(=O)(=O)c1ccc(NC(=O)c2csc(C)c2)cc1 | -3 | -12 | 0.1 | 0.2
CCOc1cc(/C=c2\sc3nc4cc(C)c(C)cc4n3c2=O)ccc1OCc1ccc(F)cc1 | 12 | -5 | -0.3 | 0.1
CN1CCCC(CN(C)C2CCC(=O)N(Cc3cc4c(cc3Cl)OCO4)CC2)C1 (stereo not drawn) | -2 | 1 | 1.3 | 0.0
O=C1c2ccccc2NC(c2ccccc2)N1Cc1ccccc1 (stereo not drawn) | 5 | -1 | -0.5 | 0.1
O=C(CNc1cc([N+](=O)[O-])ccc1NCCO)Nc1ccc(N2CCOCC2)cc1 | 14 | 7 | 1.3 | 0.0
Cc1cc(C(=O)COC(=O)c2n[nH]c3ccccc23)c(C)n1CC1CCCO1 (stereo not drawn) | -1 | 94* | -6.6 | -0.3
Cc1cc(Cl)ccc1NC(=O)CC(C)(C)C | -7 | 1 | 0.0 | -0.2
CN(C)c1ccc(NC(=O)CSc2nnc(NC(=O)c3c(F)cccc3F)s2)cc1 | -6 | -28 | 0.9 | 0.2
CCCNC(=O)CSc1nnc(-c2cccnc2)n1-c1ccccc1OC | -2 | 22 | 1.1 | -0.1
CCCCC1=NN2C(=N)/C(=C/c3cccc(OCCOc4ccccc4)c3)C(=O)N=C2S1 | -3 | -63 | -0.3 | 0.1
COC(=O)c1ccc(COC(=O)CNC(=O)c2ccccc2)cc1 | 10 | 6 | 0.5 | 0.1
Cc1nc(CC(=O)NCC2CCC3(CCN(Cc4ccccn4)CC3)O2)cs1 (stereo not drawn) | 0 | -12 | 0.5 | 0.0

# One compound at a time, from the list above.
# Listed for O=C(CNc1cc([N+](=O)[O-])ccc1NCCO)Nc1ccc(N2CCOCC2)cc1 = MITF inh = 14; TEAD-YAP block = 7; GPR151 activ = 1.3; FBW7 act = 0.0
# Listed for CN1CCCC(CN(C)C2CCC(=O)N(Cc3cc4c(cc3Cl)OCO4)CC2)C1 (stereo not drawn) = MITF inh = -2; TEAD-YAP block = 1; GPR151 activ = 1.3; FBW7 act = 0.0

# Next compounds follow.
smiles | MITF inh | TEAD-YAP block | GPR151 activ | FBW7 act
O=C(COc1ccccc1)Nc1ccc(-c2nc3cc(Cl)ccc3o2)cc1 | 3 | 4 | 0.1 | 0.1
CC(C)NC(=O)COc1nncc2ccccc12 | 10 | 3 | 2.4 | 0.4
O=C(NCC1Cc2cccc(-c3ncccn3)c2O1)c1cc(F)c(F)cc1F (stereo not drawn) | 25 | 0 | -0.8 | 0.0
COc1cc(Nc2nc(C(=O)NCCOc3ccccc3)cs2)cc(OC)c1OC | -4 | -12 | -0.7 | -0.1
N#Cc1c(-c2ccccc2)c(C#N)c2nc3ccccc3n2c1N | 2 | 4 | 1.9 | 0.1
Cc1nnc(C2CCCN(C(=O)NC3CCCCC3)C2)s1 (stereo not drawn) | 12 | 3 | -0.7 | 0.4
COC(CNC(=O)CCn1c(=O)sc2ccccc21)OC | 3 | 3 | 0.7 | 0.0
CC(NC(=O)Nc1ccc(Cl)cc1)c1ccccc1 (stereo not drawn) | -11 | -9 | 0.9 | 0.1
O=C1CCC(c2ccccc2)N1C(=O)COc1ccc(Cl)cc1 (stereo not drawn) | -5 | 6 | 1.2 | 0.2
CCOC(=O)C1=C(c2ccccc2)N=c2s/c(=C\c3cc(OC)c(OC)c(OC)c3)c(=O)n2C1c1c(OC)ccc2ccccc12 (stereo not drawn) | 4 | 2 | -0.7 | 0.1
Cc1ccc(N(CC(=O)Nc2ccc(F)c(Cl)c2)S(C)(=O)=O)cc1 | -23 | 1 | -1.9 | -0.1
CC(=O)OCCCNC(=O)/C(=C/c1ccccc1)NC(=O)c1ccco1 | 14 | 1 | 1.7 | 0.9
O=C(O)/C=C/C(=O)Nc1nc(-c2ccc(Cl)cc2Cl)cs1 | -8 | 0 | 2.8 | 0.2
O=C(O)CCCCCn1c(SCc2cc(=O)n3cc(Cl)ccc3n2)nc2ccsc2c1=O | 10 | 2 | 0.2 | 0.8
CCN(CC)c1nc(Nc2ccc(-n3ccnc3)cc2)nc(NC2CC2)n1 | 6 | 2 | -0.9 | 0.0
COc1ccc(-n2nc(C(=O)NCC(=O)NCc3cccnc3)c3ccccc3c2=O)cc1OC | 16 | 16 | -1.2 | 0.1
COc1ccc(C2=N/C(=C\c3ccco3)C(=O)O2)cc1[N+](=O)[O-] | 0 | -2 | 1.2 | -0.2

# Screening results deposited in PubChem by The Scripps Research Institute Molecular Screening Center.
